Screening results (PubChem BioAssay)
HIV fusion peptide – inhibitors of HIV fusion peptide binding, primary screen, biochemical, uHTS, fluorescence dequenching (AID 1986) | cell-free peptide binding, fluorescence dequenching, 30 min; higher % means a stronger effect | inhibition, % at 20 µM; hits with a dose series show IC50 in µM | hit rate 0.3% among 290,000; in the data active means inhibition mostly above about 52%, no sharp cut-off; inactive means mostly below about 76%; further: some results filed as inactive read as strong as hits
Rac1 GTP hydrolysis – MgcRacGAP GTPase-activating activity inhibitors, confirmation, biochemical, ADP Hunter fluorescence; MgcRacGAP-stimulated Rac1 GTP hydrolysis, ADP Hunter fluorescence; higher % means a stronger effect; GST-tagged Rac1 F28L mutant substrate; inhibition, % at 30 µM; hits with a dose series show IC50 in µM; hit rate 0.6% among 340,000;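 active means first-screen hits whose inhibition reached a set limit at any dose in the follow-up dose series; inconclusive means inhibition above the set first-screen limit but never retested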;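 further: fluorescence reports GDP produced by GAP-driven GTP hydrolysis; strong numbers were not always called active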
NOD2 inhibition – NOD2 signaling inhibitors, cell-based, luminescence, uHTS, HEK293 (AID 1566) | HEK293 NOD2/NF-kB luciferase reporter, luminescence; higher % means a stronger effect | inhibition, % at 4 µM; hits with a dose series show EC50 in µM | hit rate 0.63% among 290,000; further: many of its hits are not listed in these tables
GPR55 activation – selective activators of receptor GPR55 – imaging, U2OS cells, beta-arrestin-GFP redistribution, primary screen (AID 1961); U2OS GPR55 beta-arrestin-GFP redistribution imaging; higher % means a stronger effect; activation, % at 10 µM; hits with a dose series show EC50 in µM; hit rate 0.048% among 290,000;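 active means activation above 40% with more than 50 cells counted in the well; inconclusive means wells holding fewer than 50 cells, flagged as toxic or sparse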;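 further: U2OS osteosarcoma cells stably expressing GPR55 and beta-arrestin-GFP; plate controls were DMSO negative control for no effect and LPI positive control for full effect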
NOD1 NF-kB reporter – inhibition of NOD1-driven NF-kB reporter – cell-based, luminescence, uHTS, primary screen (AID 1578); NOD1-driven NF-kB luciferase reporter cells, luminescence; higher % means a stronger effect; hit rate 1% among 290,000; inhibition, % at 4 µM, or EC50 in µM where a hit was titrated; in the data active means inhibition mostly above about 36%, no sharp cut-off; inactive means mostly below about 34%;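 further: HEK-293T reporter cells stimulated with the NOD1 agonist gamma-tri-DAP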
KOR beta-arrestin-1 – kappa opioid receptor blockers – cell-based, luminescence, uHTS (AID 1778); KOR beta-arrestin recruitment, luminescence, antagonist mode; higher % means a stronger effect; inhibition, % at 10 µM, or IC50 in µM where a hit was titrated; hit rate 0.091% among 290,000; further: strong numbers were not always called active
KOR beta-arrestin-2 – kappa opioid receptor activators – cell-based, luminescence, uHTS, primary screen (AID 1777); KOR beta-arrestin recruitment, luminescence; higher % means a stronger effect; one-dose activation, % at 10 µM; EC50 in µM for titrated hits; hit rate 0.02% among 280,000; in the data active means activation above about 50%, passing the limit was not always enough; further: a part of the inactive calls stands beside numbers as strong as those of hits
GPR55 antagonists – GPR55 antagonists blocking LPI-driven arrestin recruitment, primary screen, imaging, U2OS, beta-arrestin-GFP, LPI agonist (AID 2013). U2OS GPR55 beta-arrestin-GFP translocation imaging, LPI antagonism; higher % means a stronger effect. hit rate 0.13% among 290,000. inhibition, % at 10 µM; hits with a dose series show IC50 in µM;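 active means spots per cell inhibited over 60%, with over 100 cells counted and total cytoplasm intensity under 500,000; inconclusive means wells with under 100 cells, flagged as likely toxic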;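 further: U2OS cells stably carrying GPR55 and arrestin-GFP stimulated by 5 µM LPI near EC80; imaged beta-arrestin-GFP aggregate spots per cell after agonist stimulation; plate controls were LPI-stimulated DMSO wells for no effect and DMSO wells without LPI for full effect; some results filed as inactive read as strong as hits; confirmed hits need IC50 under 10 µM and bright autofluorescent wells are also inconclusive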
SV40 large T antigen – SV40 large T antigen inhibitors, biochemical (AID 1903). hit rate 0.39% among 310,000. one-dose inhibition, % at 20 µM; IC50 in µM for titrated hits. SV40 large T antigen ATPase/helicase inhibition assay; higher % means a stronger effect; in the data active means a potency from the dose series; inconclusive means inhibition mostly from about 32% at the one dose, without a potency; inactive means the rest, 99 in 100 with inhibition below about 32%; further: strong numbers were not always called active
Numbers without * were called inactive; ? = inconclusive; / = no result given; [ ] = remark or other dose. Unless noted, no stated cut-off is given here; in the data, active means inhibition above about 50%; inactive means the rest. A portion of the library; count on the stated rates, not on these rows.

SMILES	HIV fusion peptide	Rac1 GTP hydrolysis	NOD2 inhibition	GPR55 activation	NOD1 NF-kB reporter	KOR beta-arrestin-1	KOR beta-arrestin-2	GPR55 antagonists	SV40 large T antigen
COc1ccc(CNC(=O)C2CCCN(S(=O)(=O)c3ccccc3)C2)cc1 (configuration not stated)	0.9%	7%	10%	0.2%	-19%	-15%	-2.9%	14%	12%
Cc1nn(C)cc1C(=O)Nc1c(C)nn(Cc2ccccc2Cl)c1C	1.4%	3%	-4%	0.4%	-18%	-43%	2.0%	0%	4%
CN(C)CC(C)(C)CNC(=O)CC1C(=O)NCCN1Cc1ccc(-c2ccccc2)cc1 (configuration not stated)	0.3%	12%	5%	0.6%	-6%	13%[20 µM]	/	11%	11%
Cc1ccc(NC(=O)c2cc(S(=O)(=O)NCCC3=CCCCC3)ccc2F)cc1F	1.8%	3%	20%	-0.2%	-3%	0%	2.6%	5%	-36%
COc1cc2nc(SCc3ccc(F)cc3)n(Cc3cccs3)c(=N)c2cc1OC	1.3%	3%	8%	1.0%	7%	-19%	-0.3%	2%	1%
C#CCN(C(=O)c1ccc(OC2CCN(Cc3ccccn3)CC2)cc1)C1CCCCC1	4.2%	12%	14%	0.3%	-4%	28%	5.0%	12%	17%
CCCOC(=O)C1=C(C)NC2=C(C(=O)CC(C)(C)C2)C1c1cccnc1 (configuration not stated)	-1.3%	9%	-7%	-0.4%	-16%	31%	3.8%	5%	4%
O=C(O)C1CC(c2cccc(Br)c2)=NO1 (configuration not stated)	1.9%	3%	5%	-0.1%	-36%	3%	1.4%	1%	-3%
COc1ccc(CC2(CO)CCN(Cc3ccc(NC(C)=O)cc3)CC2)cc1	-2.2%	-1%	-4%	-0.2%	-12%	-6%	/	-10%	4%
CCc1ccccc1NC(=O)C(Cc1ccccc1)c1nn[nH]n1 (configuration not stated)	0.1%	7%	11%	0.0%	-11%	-42%[20 µM]	3.1%	13%	14%
CCC1=C(c2ccc(C)cc2)S(=O)(=O)N=C1N1CCC(C(=O)NCCCN2CCCCC2)CC1	-2.2%	4%	4%	-0.1%	10%	8%	3.4%	4%	3%
NC(=O)CSc1nc2ccccc2c(=O)n1CCc1ccccc1	1.6%	5%	13%	-0.3%	0%	-34%[20 µM]	-4.5%	-8%	5%
COC(=O)c1ccc(CSc2nnc3n(Cc4ccccc4OC)c(=O)c4ccccc4n23)o1	-0.3%	7%	17%	-0.1%	-13%	1%	-3.4%	-2%	12%
Cn1c(=O)c(C(=O)NNC(=O)c2ccccc2Br)c(O)c2ccccc21	3.1%	6%	15%	0.3%	-33%	-19%	2.6%	11%	31%
Cc1ccc(C(=O)N/C(=C/c2ccco2)C(=O)NCCCn2ccnc2)cc1	3.2%	7%	3%	-0.3%	11%	16%	7.1%	14%	6%
CC1(C)Cc2nc3oc4c(=O)n(CC(=O)Nc5cccc(Cl)c5)cnc4c3cc2CO1	2.1%	6%	12%	-0.3%	4%	14%	2.4%	3%	19%
CC(=O)c1c(C)[nH]c(C(=O)CSc2nnc(-c3ccco3)o2)c1C	22%	7%	36%	-0.2%	29%	7%	-1.6%	7%	9%
O=C(NC1CCN(Cc2ccccc2)CC1)c1cccc(S(=O)(=O)Nc2cc(C(F)(F)F)ccc2Cl)c1	5.9%	3%	6%	0.0%	0%	-37%	-0.2%	-3%	1%
COc1ccc2c(CC(=O)Nc3ccccc3N3CCOCC3)coc2c1	-1.4%	15%	2%	0.2%	16%	0%	-1.0%	1%	23%
CCOc1ccc(OCC)c(NC(=O)CN(c2ccc(C)cc2)S(=O)(=O)c2c(C)noc2C)c1	2.9%	4%	-3%	0.2%	13%	8%	-2.8%	8%	6%
COc1ccc(NC(=O)c2cccnc2SC)cc1OC	-1.4%	-2%	10%	1.8%	-3%	-21%	0.3%	-1%	1%
COc1ccc(S(=O)(=O)NCc2ccco2)cc1NC(=O)c1ccccc1	-1.1%	3%	16%	-0.1%	0%	-22%	-4.5%	-4%	-6%
COc1ccc(C(=O)OCC(=O)Nc2ccccc2)cc1[N+](=O)[O-]	-1.4%	1%	5%	0.0%	-9%	-3%	-4.5%	5%	3%
Cc1cc(NS(=O)(=O)c2ccc(NC(=O)c3cccnc3)cc2)nc(C)n1	-0.7%	6%	6%	0.4%	-28%	13%	-2.9%	-7%	8%
COc1ccc(Cc2nnc3c4cnn(C)c4ncn23)cc1	-1.0%	6%	-5%	0.1%	-20%	10%	0.4%	13%	0%
COc1ccc(CC(=O)Nc2nc(-c3cccnc3)cs2)cc1	3.3%	5%	9%	0.1%	-4%	-6%	3.7%	3%	2%
O=C(O)CSc1ccc(Oc2ccc(SCC(=O)O)cc2)cc1	3.7%	2%	7%	0.2%	-38%	-30%[20 µM]	/	16%	-3%
O=C(NC(NCCCN1CCOCC1)(C(F)(F)F)C(F)(F)F)C1CCCCC1	0.6%	10%	2%	0.7%	-5%	12%	0.6%	18%	15%
CCCc1cc(-c2n[nH]c(=S)n2CC)c2ccccc2n1	1.1%	5%	4%	-0.2%	-24%	-29%	3.7%	9%	10%
CCc1ccc(C(=O)Nc2ccc(C)c(NS(C)(=O)=O)c2)cc1	-1.4%	/	20%	0.0%	6%	7%	4.1%	-4%	3%
COc1ccc(OC)c2[nH]c(=O)c(CCNC(=O)c3ccc(S(=O)(=O)N(C)C)cc3)cc12	-0.8%	8%	15%	-0.1%	16%	-7%	-1.5%	6%	26%
CCOc1ccc(N2CCn3c2nc2c3c(=O)n(CCc3ccccc3)c(=O)n2C)cc1	0.6%	/	8%	-0.1%	-26%	/	/	-9%	/
Cc1ccc(S(=O)(=O)Cn2nnnc2CN2CCCC3(CCCCC3)C2)cc1	-0.4%	1%	11%	0.9%	18%	2%	-2.2%	-5%	6%
COc1cc(C(=O)Nc2nc(-c3cc(C)ccc3C)c(C)s2)ccc1OCC(=O)Nc1ccc(F)cc1	-1.0%	13%	15%	-0.1%	-30%	11%	4.2%	4%	26%
CCCCNc1nc(-c2ccccc2)c(C(=O)OCC)cc1C#N	1.0%	2%	-15%	0.0%	28%	-18%	-3.3%	-1%	6%
Cc1ccccc1OCC(=O)N(Cc1nc(-c2ccccc2)no1)C(C)C	-0.2%	15%	-1%	0.2%	-16%	34%	-3.1%	-4%	6%
CCn1cc(C(=O)NC2CCCCCC2)c2cc(OC)c(OC)cc2c1=O	-1.9%	9%	1%	-0.1%	-19%	12%	-1.2%	-8%	1%
C/C(CC(=O)Nc1cc(C)ccn1)=N\NC(=O)c1ccccc1C	0.1%	0%	9%	-0.1%	-12%	1%	8.3%	14%	14%
COc1ccc(S(=O)(=O)NNC(=O)c2ccc([N+](=O)[O-])cc2)cc1	-2.2%	-16%	0%	-0.2%	-14%	-11%[20 µM]	-3.2%	-9%	-3%
O=C1NCCN1Cc1ccccc1F	1.3%	-6%	-3%	0.0%	17%	15%	11%	-12%	7%
CCN(CC)CCC/C(=N\O)C(O)(c1ccccc1)c1ccccc1	1.1%	-3%	8%	-0.1%	-15%	-9%[20 µM]	1.9%	4%	/
COc1cc(/C=C/C(=O)Oc2coc(CSc3ncccn3)cc2=O)cc(OC)c1OC	1.6%	8%	6%	-0.2%	3%	-23%	5.3%	-4%	10%
Cn1ccc(C(=O)Nc2sc3c(c2C(N)=O)CCCCC3)n1	1.7%	13%	-93%	0.3%	-52%	-3%	1.1%	9%	?
CCCC12CN3CC(CCC)(CN(C1)C3c1ccco1)C2=O (configuration not stated)	0.0%	8%	-8%	-0.1%	-8%	-23%	5.8%	2%	11%
COc1ccccc1-n1cc(C(=O)c2cc(Cl)ccc2O)cc(C#N)c1=O	6.9%	5%	-14%	-0.3%	-36%	10%	-2.1%	9%	6%
C/C(CC(=O)NC(C)c1ccccc1)=N\NC(N)=S (configuration not stated)	-1.5%	14%	13%	-0.3%	-2%	18%	-3.5%	-5%	4%
COc1ccc(CNC(=O)[C@H](C)N2C(=O)N3CCc4c([nH]c5ccccc45)[C@@]3(C)C2=O)cc1OC	-0.4%	5%	27%	0.4%	18%	-44%[20 µM]	-1.3%	8%	17%
Cc1cc(C)cc(N2CCN(C(=O)N3CCOCC3)CC2)c1	-1.3%	7%	-4%	-0.2%	-1%	-24%	-10%	-7%	0%
Cn1c(=O)oc2cc(S(=O)(=O)N3CCC(C(=O)NCc4ccccc4)CC3)ccc21	-0.2%	7%	8%	0.7%	-25%	-25%[20 µM]	-3.1%	-4%	3%

Another view of eight compounds above:
mol | HIV fusion peptide | Rac1 GTP hydrolysis | NOD2 inhibition | GPR55 activation | NOD1 NF-kB reporter | KOR beta-arrestin-1 | KOR beta-arrestin-2 | GPR55 antagonists | SV40 large T antigen
COc1cc(/C=C/C(=O)Oc2coc(CSc3ncccn3)cc2=O)cc(OC)c1OC | 1.6% | 8% | 6% | -0.2% | 3% | -23% | 5.3% | -4% | 10%
Cn1ccc(C(=O)Nc2sc3c(c2C(N)=O)CCCCC3)n1 | 1.7% | 13% | -93% | 0.3% | -52% | -3% | 1.1% | 9% | ?
CCCC12CN3CC(CCC)(CN(C1)C3c1ccco1)C2=O (configuration not stated) | 0.0% | 8% | -8% | -0.1% | -8% | -23% | 5.8% | 2% | 11%
COc1ccccc1-n1cc(C(=O)c2cc(Cl)ccc2O)cc(C#N)c1=O | 6.9% | 5% | -14% | -0.3% | -36% | 10% | -2.1% | 9% | 6%
C/C(CC(=O)NC(C)c1ccccc1)=N\NC(N)=S (configuration not stated) | -1.5% | 14% | 13% | -0.3% | -2% | 18% | -3.5% | -5% | 4%
COc1ccc(CNC(=O)[C@H](C)N2C(=O)N3CCc4c([nH]c5ccccc45)[C@@]3(C)C2=O)cc1OC | -0.4% | 5% | 27% | 0.4% | 18% | -44%[20 µM] | -1.3% | 8% | 17%
Cc1cc(C)cc(N2CCN(C(=O)N3CCOCC3)CC2)c1 | -1.3% | 7% | -4% | -0.2% | -1% | -24% | -10% | -7% | 0%
Cn1c(=O)oc2cc(S(=O)(=O)N3CCC(C(=O)NCc4ccccc4)CC3)ccc21 | -0.2% | 7% | 8% | 0.7% | -25% | -25%[20 µM] | -3.1% | -4% | 3%
